Screening results (PubChem BioAssay)
KB-3-1 cytotox: kills parental KB-3-1 adenocarcinoma cells | KB-3-1 viability, CellTiter-Glo ATP luminescence, 72 h | Potency, µM (doses to about 46.1 µM), for inactives: top-dose activity change, negative = cytotoxic, hits mostly cytotoxic | 400,000 tested, 1.4% active; also: nearly all actives have a fitted effect of over 60% in size
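Multi-concentration cytotoxicity screen in KB-3-1 cells grown in DMEM lacking phenol red with 10% FBS. After 72 h at 37 °C with compound, ATP-dependent luminescence was recorded.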
KB-V1 MDR tox: KB-V1 MDR subline cytotoxicity; Potency, µM (highest dose often 46.1 µM), inactives show at the highest dose activity change, negative = cytotoxicity, hits mostly cytotoxic; 400,000 tested, 3.4% active; KB-V1 MDR cells viability, CellTiter-Glo, 72 h; also: nearly all actives have a fitted effect of over 60% in size
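Compound-treated KB-V1 multidrug-resistant cells, 72 h, 37 degrees C; viability by CellTiter-Glo. Fitted qHTS curves give the values.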
ATXN2 expr inh: inhibitors of ATXN2 expression; HEK-293 ATXN2-luciferase reporter, luminescence, 24 h; AID 1745845; 360,000 tested, 0.72% active; Potency, µM (titrated, usually from 57 µM), for the others: at the top dose activity change, negative = inhibition, most hits filed as inhibitors; also: nearly all actives have a fitted effect of over 55% in size
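qHTS (up to 57 uM final) was run with 24 h compound exposure of reporter cells at 37 °C. Each well was multiplexed: SteadyGlo luminescence measured ATXN2-luciferase expression after a fluorogenic Gly-Phe-AFC viability readout (25 uM final).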
* = called active by the depositor; ? = inconclusive; [ ] = dose if it differs, or a comment. Calls follow the shape of the dose curve; as a rule, active = well fitted curve in the direction sought with a large enough effect; inconclusive = small, poorly fitted or top-dose-only effect, or another doubt; inactive = no such curve, though single readings can be large; an effect the other way counts as inactive or inconclusive. % is scaled to controls: 0 for no effect and ±100 for the full control effect; potency is read from the fitted curve at half-maximal effect. An excerpt (hit frequency here may not be typical).

Results follow in this order: KB-3-1 cytotox	KB-V1 MDR tox	ATXN2 expr inh
> O=C(c1ccc(Br)cc1)N1CCC(c2nc3ccccc3s2)CC1
 : ?	-20%	-27%
> Cc1ccc(-c2c(C(=O)NCCc3ccc(Cl)cc3)oc(=O)c3ccccc23)cc1
 : ?	-1%	-38%
> CC(=O)c1ccc(N2CCN(C(=O)c3ccc(Cn4c(=O)[nH]c5ccccc5c4=O)cc3)CC2)cc1
 : 3%	-11%	2%
> CCN1c2ccccc2-c2nc(SCC(=O)Nc3ccc(C)c(Cl)c3)ncc2S1(=O)=O
 : -6%	-21%	-18%
> Cc1ccc(Sc2ccc(N3CCCC(C(=O)Nc4ccc(F)c(Cl)c4)C3)nn2)cc1 (stereo not given)
 : -3%	-2%	-3%
> Cc1cc(NC(=O)CN(c2cccc(C)c2C)S(=O)(=O)c2ccccc2)ccc1Br
 : -10%	3%	-26%
> CCOC(=O)c1sc2cccc(F)c2c1S(=O)(=O)Nc1ccccc1F
 : 8%	2%	-4%
> CCOC(=O)c1c(N)n(-c2ccc(Cl)c(Cl)c2)c2nc3ccccc3nc12
 : 19%	?	0%
> CCCCCn1c(=O)[nH]c2cc(C(=O)Nc3cc(OC)cc(OC)c3)ccc2c1=O
 : 13%	14%	-2%
> Cc1ccccc1-c1nc(SCC(=O)NCc2ccco2)c2c(=O)n(C)c(=O)n(C)c2n1
 : ?	30%	14%
> O=C(NCCn1cc(SCc2ccccc2F)c2ccccc21)c1cccs1
 : ?	-17%	?
> CCn1c(Oc2ccc(F)cc2F)nc2c1c(=O)n(C)c(=O)n2C
 : 5%	?	14%
> Cc1nn(C)c2c1c(-c1ccccc1)cc(=O)n2CC(=O)NC(C)(C)C
 : 1%	-18%	-22%
> COC(=O)C1=C(C)NC(=O)C1(NC(=O)c1cc(OC)c(OC)c(OC)c1)C(F)(F)F (stereo not given)
 : -9%	9%	-10%
> COc1cccc(NC(=O)Cn2c(=O)n(-c3ccc(C)cc3)c(=O)c3ccccc32)c1
 : ?	-27%	-13%
> CCc1ccc(NC(=O)Cn2c(=O)n(-c3ccc(Cl)c(Cl)c3)c(=O)c3c(C)c(C)sc32)cc1
 : 17%	1%	11%
> COc1ccccc1N1CCN(Cc2nnc(-c3ccccc3C)o2)CC1
 : -16%	?	-5%
> COc1ccc(-c2csc3nc(-c4ccc(F)cc4)oc(=O)c23)cc1OC
 : -3%	2%	2%
> CCC(CC)C(=O)Nc1ccccc1SCc1cc(=O)c2cccc(C)c2[nH]1
 : 0%	13%	7%
> Cc1cc2oc(C(=O)Nc3c(C)n(C)n(-c4ccccc4)c3=O)cc(=O)c2cc1C
 : 11%	10%	8%
> COc1ccc2c(c1)c1c(c(=O)n(-c3cc(Cl)ccc3C)c(=O)n1Cc1ccc(F)cc1)n2C
 : 16%	16%	2%
> CCc1ccccc1NC(=O)N1CCN(c2cc(-c3noc(C)n3)ccc2C)CC1
 : 22%	6%	5%
> COc1ccc(-c2cnc(C)o2)cc1S(=O)(=O)Nc1ccc(F)cc1F
 : -5%	-10%	14%
> Cc1nc2c(c(C)nn2-c2ccccc2)c(C)c1CCC(=O)NCCc1ccccc1
 : -1%	-24%	16%
> CSc1ccc(CCNC(=O)Cn2ncc3c(=O)oc4ccccc4c32)cc1
 : -1%	5%	0%
> Cc1c(NC(=O)c2sc3ccccc3c2Cl)cccc1-c1nc2ccccc2o1
 : 0%	?	10%
> COc1ccccc1NC(=O)c1sc2nc3c(cc2c1N)CCCCCC3
 : -1%	-26%	1%
> CCCN(c1ccc(C(C)C)cc1)S(=O)(=O)c1ccc2c(c1)CCN2C(=O)CC
 : 2%	11%	-9%
> CC(C)COc1ccc(C(=O)N2CCN(CCc3ccncc3)CC2)cc1
 : 0%	-14%	-3%
> COc1ccc(C)cc1NC(=O)CCS(=O)(=O)c1ccc2c(c1)CC(=O)N2C
 : 2%	1%	6%

Reprinted from the part before: two compounds; new compounds follow.
Results follow in this order: KB-3-1 cytotox	KB-V1 MDR tox	ATXN2 expr inh
> CC(C)COc1ccc(C(=O)N2CCN(CCc3ccncc3)CC2)cc1
 : 0%	-14%	-3%
> COc1ccc(C)cc1NC(=O)CCS(=O)(=O)c1ccc2c(c1)CC(=O)N2C
 : 2%	1%	6%
> Cc1ccc(NC(=O)Cn2c(=O)n(CCCCC(=O)NCCc3ccccc3)c(=O)c3ccccc32)c(C)c1
 : 7%	2%	-13%
> CCOc1ccccc1CNC(=O)Cn1nc(N2CCN(c3ccccc3)CC2)ccc1=O
 : -10%	-2%	-29%
> CCOC(=O)c1[nH]c2ccccc2c1NC(=O)c1cc(OC)cc(OC)c1
 : -5%	8.2µM*	-6%
> CCOCCCNC(=O)c1cc2c(-c3ccc(OC)c(OC)c3)nn(C)c2s1
 : 10%	?	-8%
> Cc1ccc(NC(=O)C(=O)NCC(c2ccc3c(c2)OCO3)N2CCN(C)CC2)c(C)c1 (stereo not given)
 : -12%	9%	-8%
> Cc1nc(N2C(=O)c3oc4ccccc4c(=O)c3C2c2ccccc2F)sc1C (stereo not given)
 : 4%	14%	8%
> Cc1ccc(C(=O)Nc2ccc(Cl)c(-c3nc4ncccc4o3)c2)c(C)c1
 : 0%	-15%	7%
> CCS(=O)(=O)N1CCc2cc(C(=O)Nc3cccc(C(C)=O)c3)ccc21
 : 3%	-18%	2%
> COc1ccccc1OC(C)C(=O)N1CCC(c2nc3ccccc3s2)CC1 (stereo not given)
 : 15µM*	?	-27%
> COc1ccc(NC(=O)CN(C)S(=O)(=O)c2ccc3[nH]c4c(c3c2)CCCC4)cc1Cl
 : -30%	-4%	?
> CCOC(=O)c1ccc(NC(=O)CCC(=O)N2Cc3ccccc3Oc3ncccc32)cc1
 : 13%	3%	-24%
> CCN(CC)S(=O)(=O)c1ccc(C(=O)NC2CC(=O)N(c3ccc(OC)c(OC)c3)C2)cc1 (stereo not given)
 : 0%	?	5%
> Cc1ccc(N2CCN(C(=O)C3CCC(CNS(=O)(=O)c4ccc(Br)s4)CC3)CC2C)cc1 (stereo not given)
 : -24%	-3%	-18%
> CC(=O)Nc1ccc(NC(=O)CN2C(=O)CN(C)C(=O)c3ccccc32)cc1
 : 7%	0%	3%
> COc1ccc(CNC(=O)CS(=O)(=O)c2cccc3nsnc23)cc1
 : -1%	-10%	11%
> Cc1cccc(S(=O)(=O)c2cn(Cc3ccc(F)cc3)c3cc(N4CCOCC4)c(F)cc3c2=O)c1
 : -25%	-14%	-2%
> CC(=O)N1N=C(c2ccc(C)cc2)CC1c1cn(-c2ccccc2)nc1-c1cccs1 (stereo not given)
 : 4%	7%	9%
> COCCCNC(=O)CCCn1c(=O)c2ccccc2n(CC(=O)Nc2ccc(C)cc2Cl)c1=O
 : -4%	0%	5%
> CCOc1ccccc1NC(=O)N1c2ccccc2Sc2ccccc21
 : -15%	10%	9%
> CCn1c(=O)cc(OCC(=O)N2CCN(c3cccc(C)c3C)CC2)c2ccccc21
 : 0%	-12%	-5%
> CC(C)CCNC(=O)c1ccc(NC(=O)N2CCCCc3ccccc32)cc1
 : 1%	?	5%
> COc1ccccc1CNC(=O)c1ccc(N2CCCC2)c(NC(=O)NCc2ccc(C)cc2)c1
 : -18%	-13%	-6%
> Cc1ccc(CSc2ncc(Cl)c(C(=O)NCCc3ccc(S(N)(=O)=O)cc3)n2)cc1
 : -23%	?	-4%
> CCOCCc1nn2c(=O)cc(COC(=O)COc3ccccc3Cl)nc2s1
 : 14%	7%	7%
> CCNc1oc(-c2ccc(COc3ccc(Cl)cc3)o2)nc1C#N
 : 5%	15%	-22%
> Cc1ccccc1OC(=O)c1cc(-c2ccc3c(c2)OCCO3)on1
 : 19%	5%	1%
> O=C(CSc1nc2c(c(=O)[nH]1)CN(Cc1ccc3c(c1)OCO3)CC2)Nc1ccccc1Cl
 : -3%	21%	-3%
> COc1ccccc1C(=O)Nc1nnc(SCc2cc(=O)c3ccccc3[nH]2)s1
 : -26%	-4%	-13%
> CC1Cc2ccccc2N1S(=O)(=O)c1nnc(NC(=O)c2ccccc2Br)s1 (stereo not given)
 : 0%	1%	-13%
> O=C(NCCCc1nc2ccccc2n1Cc1ccc(Cl)cc1)C1CCCCC1
 : -24%	-2%	?
> Cc1ccc2oc(-c3cc(NC(=O)CC(C)C)ccc3Cl)nc2c1
 : -1%	0%	-12%
> CCCCCOC(=O)c1ccc(OC(=O)c2sc3ncn(Cc4cccc(F)c4)c(=O)c3c2C)cc1
 : 13%	-18%	0%
> N#Cc1c(-n2ncnc2-c2ccccc2Cl)sc2c1CCCCC2
 : 27%	17%	40%[activator]
> COc1ccc(-c2nc3cc(NC(=O)c4ccc(C)cc4)ccc3o2)cc1Cl
 : ?	?	-19%
> COc1cccc(CNC(=O)Cn2nc(C)c3sc4ccccc4c3c2=O)c1OC
 : 2%	-7%	4%
> O=C(CSc1nc2ccccc2c2nc(-c3ccccc3)nn12)Nc1ccc(Br)cc1
 : 3%	15%	-1%
> COc1ccc(C(=O)Nc2nc3n(n2)C(c2ccccc2)C=C(c2ccccc2)N3)cc1 (stereo not given)
 : -18%	-2%	-8%
> CC(=O)c1ccc(N2CCN(S(=O)(=O)c3ccc4c(c3)CC(C)N4C(=O)C3CCC3)CC2)cc1 (stereo not given)
 : 0%	-24%	7%
> CCOC(=O)c1cccc(NC(=O)c2cc3ccccn3n2)c1
 : 8%	-10%	-22%
> CCc1nn2c(=O)cc(COC(=O)c3ccccc3)nc2s1
 : 3%	?	25%
> COc1ccc(CNC(=O)C(CC(C)C)NS(=O)(=O)c2ccc3c(c2)CCN3C(C)=O)cc1 (stereo not given)
 : 19%	?	11%
> COc1cc(OC)c(NS(=O)(=O)c2ccc3oc(=O)c4ncn(C)c4c3c2)cc1Cl
 : -4%	?	?
> Cc1ccc(CN2C(=O)CC(c3ccc(Cl)cc3)c3c(C)nn(-c4nc(C)cc(C)n4)c32)cc1 (stereo not given)
 : 2%	29%	?
> Cc1ccc(-c2nc(C(=O)N3CCN(c4ccccc4)CC3)c3n2CCCCC3)cc1
 : -22%	-25%	7%
> COc1ccc(C(=O)Nc2cccc(-c3nc4cccnc4s3)c2C)c(OC)c1
 : -2%	-14%	2%
> Cc1ccc(CN2C(=O)C(=O)c3cc(Br)cc(C)c32)cc1
 : ?	?	?
> O=C(Nc1ccccc1C(=O)O)c1cccc(S(=O)(=O)N2CCCC2)c1
 : 0%	12%	8%
> COc1ccccc1C(=O)Nc1ccc(S(=O)(=O)Nc2ncccn2)cc1
 : 5%	-14%	7%
> CCc1ccc(-n2nc(C)c3c(C)cc(=O)n(CC(=O)N4CCCc5ccccc54)c32)cc1
 : -6%	20%	4%
> CCOC(=O)c1c(NC(=O)Cc2coc3cc(C)cc(C)c23)sc2c1CCC2
 : 6%	15%	16%
> Cc1ccc(S(=O)(=O)N2CCc3cc(C(=O)N(C)Cc4ccccc4)ccc32)cc1
 : -26%	?	-39%
> CCc1ccc(NC(=O)C(=O)NCC(c2cccnc2)N2CCN(C)CC2)cc1 (stereo not given)
 : -17%	1%	-17%
> COc1ccc(C(=O)NCC(c2ccc3c(c2)OCO3)N2CCOCC2)cc1OC (stereo not given)
 : 9%	4%	4%
> CCOc1ccc(CCNC(=O)CN(c2ccc(C)cc2)S(=O)(=O)N(C)C)cc1OCC
 : -12%	-3%	2%
> COc1ccccc1NC(=O)C(=O)c1cc(C)n(-c2ccccc2F)c1C
 : -19%	-1%	216%[activator]
> CCNC(=O)c1cnc2sc(N3CCC(C)CC3)nn2c1=O
 : -5%	2%	18%
> CC(=O)Nc1cccc(NC(=O)Cn2cnc3c2c(=O)n(C)c(=O)n3C)c1
 : 8%	15%	0%
> COC(=O)c1sc2cccc(F)c2c1S(=O)(=O)N1CCN(c2cccc(OC)c2)CC1
 : -2%	-30%	2%
> COc1ccccc1N1CCN(S(=O)(=O)c2c(C)sc3ncn(CC(=O)Nc4ccc(C(C)C)cc4)c(=O)c23)CC1
 : 9%	?	6%
> COc1cccc(Cn2c(=O)n(CC3CCC(C(=O)NC(C)C)CC3)c(=O)c3sccc32)c1 (stereo not given)
 : 14%	10%	3%
> Fc1ccc(Nc2c(-c3ccccn3)nc3ccc(Cl)cn23)cc1
 : 0%	-13%	2%
> CCN(CC)S(=O)(=O)c1ccc(NC(=O)Cn2ncc3c([nH]c4ccccc43)c2=O)cc1
 : -2%	?	3%

An excerpt of these results, field by field.
O=C(CSc1nc2ccccc2c2nc(-c3ccccc3)nn12)Nc1ccc(Br)cc1
  KB-3-1 cytotox = 3% | KB-V1 MDR tox = 15% | ATXN2 expr inh = -1%
COc1ccc(C(=O)Nc2nc3n(n2)C(c2ccccc2)C=C(c2ccccc2)N3)cc1 (stereo not given)
  KB-3-1 cytotox = -18% | KB-V1 MDR tox = -2% | ATXN2 expr inh = -8%
CC(=O)c1ccc(N2CCN(S(=O)(=O)c3ccc4c(c3)CC(C)N4C(=O)C3CCC3)CC2)cc1 (stereo not given)
  KB-3-1 cytotox = 0% | KB-V1 MDR tox = -24% | ATXN2 expr inh = 7%
